PLC-gamma1 inh: PLC-gamma1 (human) inhibition, primary screen. purified PLC-gamma1, fluorogenic substrate, fluorescence. inhibition, % at 12.2 µM. 370,000 tested, 0.84% active. AID 720700; in the data active = inhibition above about 9.5%
ADAM17 inh: ADAM17 inhibition, QFRET primary screen | recombinant ADAM17, EDANS/DABCYL FRET peptide cleavage | 370,000 tested, 0.83% active | inhibition, % at 6.95 µM | P78536;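 active = inhibition above the mean of compounds lying between control limits plus 3 SD, set per campaign, cut at about 8.5% in these data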;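 also: 0% = DMSO-only wells as the low control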
Target sequence (P78536 215-824 limits assumed): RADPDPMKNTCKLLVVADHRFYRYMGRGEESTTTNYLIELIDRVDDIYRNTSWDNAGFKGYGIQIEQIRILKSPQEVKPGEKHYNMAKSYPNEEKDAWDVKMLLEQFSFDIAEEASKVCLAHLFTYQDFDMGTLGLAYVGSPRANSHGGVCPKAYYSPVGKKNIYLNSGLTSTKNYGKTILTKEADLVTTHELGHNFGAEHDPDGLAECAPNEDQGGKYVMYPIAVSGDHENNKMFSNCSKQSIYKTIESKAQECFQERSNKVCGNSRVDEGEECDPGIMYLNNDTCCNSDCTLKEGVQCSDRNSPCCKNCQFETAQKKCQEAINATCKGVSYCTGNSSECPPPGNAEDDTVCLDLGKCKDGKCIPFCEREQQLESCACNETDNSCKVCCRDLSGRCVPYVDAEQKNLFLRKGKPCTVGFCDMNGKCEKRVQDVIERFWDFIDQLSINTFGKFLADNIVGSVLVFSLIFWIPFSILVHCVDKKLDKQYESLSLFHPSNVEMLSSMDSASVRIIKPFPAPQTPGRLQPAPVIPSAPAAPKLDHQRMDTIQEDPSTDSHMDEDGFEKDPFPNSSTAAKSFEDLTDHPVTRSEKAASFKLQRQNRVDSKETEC
sPLA2-III inh: Blocks human group III sPLA2 activity | Q9NZ20 | QFRET BODIPY PC-A2 liposome hydrolysis, fluorescence | inhibition, % at 12.2 µM | 370,000 tested, 0.56% active | AID 743126;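 active = inhibition above mean plus 3 SD of compounds lying within the high and low control bounds, cut at about 19% in these data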;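 also: 0% = median of test compound wells and 100% = no enzyme DMSO wells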
ssDAF-12 act: activators of S. stercoralis DAF-12 nuclear receptor; HEK293 ssDAF-12/GRIP1 lit1-tk-luc reporter, luminescence; % of 3 µM dafachronic acid response; activation, % at 6.8 µM; 370,000 tested, 1% active; AID 652126;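 active = activation above the mean over all tested compounds plus 3 SD, cut at about 0.9% in these data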;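 also: 0% = DMSO-only wells and 100% = 3 µM delta7-dafachronic acid wells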
FXN GAA850 act: frataxin GAA850 promoter activation; HEK293 lucGAA850 FXN promoter luciferase reporter, 24 h; percent of 10 µM SAHA response; 360,000 tested, 0.56% active; AID 540364; activation, % at 6 µM;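 active = activation above the average of all compounds screened plus 3 SD, cutoff fixed separately per campaign, cut at about 7.5% in these data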;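 also: 0% = DMSO wells and 100% = 10 µM SAHA wells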
PLCb3 inh: PLC-beta3 (human) inhibition, primary screen | Q01970 | Purified PLC-beta3, fluorogenic substrate, fluorescence | inhibition, % at 12.2 µM | 370,000 tested, 0.18% active | AID 720704; in the data active = inhibition above about 11%;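 also: 0% = median of compound wells on plate and 100% = full blocker control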
DAX1 inh-1: inhibitors of human orphan nuclear receptor DAX1 (NR0B1); P51843; HEK293 Gal4-DAX1 luciferase reporter, luminescence; inhibition, % at 6.75 µM; 340,000 tested, 0.99% active; AID 504766;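 active = inhibition above the mean over all tested compounds plus 3 SD, cut at about 4.2% in these data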;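 also: 0% = DAX1-transfected cells with DMSO and 100% = empty-vector control cells with DMSO; inhibition shows as a rise in luminescence from relieved DAX1 repression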
Target sequence (P51843 207-470 limits assumed): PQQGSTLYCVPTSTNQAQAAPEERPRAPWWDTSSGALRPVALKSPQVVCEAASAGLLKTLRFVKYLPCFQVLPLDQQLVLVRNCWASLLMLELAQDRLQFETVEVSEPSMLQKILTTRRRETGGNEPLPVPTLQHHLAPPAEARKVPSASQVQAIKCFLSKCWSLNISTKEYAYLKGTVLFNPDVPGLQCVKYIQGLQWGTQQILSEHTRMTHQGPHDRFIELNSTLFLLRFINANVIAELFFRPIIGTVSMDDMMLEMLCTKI
hgDAF12 agonist: agonists of H. glycines DAF-12 nuclear receptor. HEK293 GAL4-hgDAF12 UAS-luciferase reporter, agonist luminescence; normalized to butyrate control. activation, % at 6.8 µM. 370,000 tested, 1.8% active. AID 687014;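 active = activation above a cutoff set at the mean of all screened compounds plus 3 SD, cut at about 10% in these data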;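 also: 0% = DMSO wells and 100% = sodium butyrate wells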
ADAM10 inh: inhibitors of human ADAM10; O14672; recombinant ADAM10, EDANS/DABCYL FRET peptide cleavage, 3 h; inhibition, % at 7 µM; 370,000 tested, 0.62% active;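 active = inhibition above a per-campaign cutoff equal to the mean of compounds falling between control-based bounds plus 3 SD, cut at about 20% in these data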;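 also: 0% = DMSO wells while the 100% control is not disclosed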
hcDAF-12 act: activates DAF-12 receptor from parasite H. contortus. AID 652067. HEK293 hcDAF-12 lit1-tk-luc reporter, luminescence; 0% DMSO, 100% Δ7-dafachronic acid. 370,000 tested, 1.4% active. activation, % at 6.8 µM;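 active = activation above the mean of all tested compounds plus 3 SD, cut at about 5.5% in these data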;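 also: 100% = response to 3 µM Δ7-dafachronic acid high control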
DAX1 inh-2: DAX1 (NR0B1) inhibition, primary screen. HEK293T StAR-luciferase reporter, SF-1/DAX-1 repression relief. inhibition, % at 6.8 µM. 370,000 tested, 1.1% active. AID 652010;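 active = inhibition above the mean over all tested compounds plus 3 SD, cut at about 3.6% in these data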;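 also: 0% = DAX-1 cells with DMSO and 100% = cells lacking DAX-1 with DMSO; higher inhibition means more luminescence from relief of DAX-1 repression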
Numbers without * were called inactive; i = inactive; nt = no result given.

SMILES	PLC-gamma1 inh	ADAM17 inh	sPLA2-III inh	ssDAF-12 act	FXN GAA850 act	PLCb3 inh	DAX1 inh-1	hgDAF12 agonist	ADAM10 inh	hcDAF-12 act	DAX1 inh-2
CCOC(=O)c1c(N2C(=O)CC(Sc3ccccc3C(=O)O)C2=O)sc(C)c1C (stereo unspecified)	-4	-5	-7	-1.0	0.3	-9	0.8	-1.3	-9	1.7	0.2
CN(C)c1ccc(-c2noc(C3CCN(S(=O)(=O)c4cccc(C(=O)O)c4)CC3)n2)cc1	-6	1	-32	-0.8	-0.9	1	-1.2	-0.5	13	-1.0	0.1
Cc1ccc(S(=O)(=O)N2CCCCC2)cc1NC(=O)c1ccc(=O)[nH]c1	5	-1	3	-0.9	3.0	-1	1.9	-1.5	-3	-2.8	1.1
CCOC(=O)C1CCCN(c2ncnc3c2cnn3-c2ccc(Cl)cc2)C1 (stereo unspecified)	3	0	-3	-2.9	-11	-1	-1.5	-8.2	-4	-4.3	-1.6
COc1cccc(N2C(=O)C3CCCN3C2c2ccc(F)cc2)c1 (stereo unspecified)	0	-6	-1	-0.6	-2.6	0	-0.8	0.8	-6	0.3	-0.1
CCn1c(CC(=O)Nc2ccccc2)nnc1SCC(=O)Nc1nnc(C)s1	2	-1	-5	-0.6	-0.2	-3	2.9	3.0	-4	-0.1	0.1
CCCCCCC/C=C(\C)[C@@H](O)[C@@H](C)C(=O)N1CCC[C@@H]1C(=O)O	8	-1	-1	-1.5	nt	6	nt	-1.0	8	1.9	nt
COc1cccc(-n2nnnc2SCC(=O)NCc2ccco2)c1	-1	-3	-1	-1.1	-2.7	5	0.2	4.1	1	-0.5	-0.7
CCN(CC)S(=O)(=O)c1ccc(NCc2ccccn2)nc1	3	3	4	-0.8	-0.2	-2	0.5	0.1	3	2.2	0.4
O=C1NC(=O)C(=C2CCCCCC2)S1	4	4	-4	-0.8	1.4	1	-1.1	-0.9	0	0.6	0.5
Cc1cc(C(=O)COC(=O)c2ccc(CO)cc2)c(C)n1CC1COc2ccccc2O1 (stereo unspecified)	-2	3	-22	-1.5	0.5	-1	-1.3	0.3	7	-0.5	-0.4
CCc1cc(CNC(=O)CC2C(=O)NCCN2CC2CCCCC2)on1 (stereo unspecified)	-6	-6	6	-1.5	-2.0	-6	0.6	0.7	-5	-0.6	-0.5
O=C(CSc1ncccc1C(=O)O)NC1CCCCCCC1	-2	-6	10	-1.0	0.3	-10	-0.3	0.6	-8	-0.8	-0.3
COc1cccc(CN2CCN(C(=S)NCc3ccc(Cl)cc3)CC2)c1	4	3	-11	-1.2	-0.4	-3	-1.4	-4.3	11	-1.1	-2.2
CC1CCCCC1NC(=O)COC(=O)CCC(=O)c1cccs1 (stereo unspecified)	1	-7	2	-1.0	0.5	-2	0.2	3.5	-4	0.0	0.0
COc1ccc(CN(C)C(=O)c2ccc(NS(=O)(=O)c3ccc(F)cc3)cc2)c(OC)c1	6	0	-34	-1.2	-0.6	-4	0.1	-4.4	-12	-1.8	0.8
CCCCNc1cc(NC(C)=O)cc2cc(OC)c(OC)cc12	-64	-17	10	-1.2	-1.8	-80	-1.1	-6.0	-53	-2.6	-1.6
CCOC(=O)C(=CNc1ccc2c(c1)c1ccccc1n2CC)C(=O)OCC	-173	-38	2	-1.4	-0.1	-266	2.2	-1.5	-88	-1.4	-0.2
CSc1ccc(S(=O)(=O)NCCCn2ccnc2)cc1	2	-1	-5	-1.1	0.4	-2	0.8	-1.6	8	-0.3	-0.5
COC(=O)c1cc(Oc2ccc(C(=O)OC)cc2N)cc(C(=O)OC)c1	-2	-1	-4	-1.0	0.9	-1	1.7	1.5	2	1.8	-0.1
CCOC(=O)CNC(=O)CSc1nnnn1-c1cc(C)ccc1C	-1	-3	1	-1.1	4.1	0	0.5	1.4	-3	-2.2	0.0
Cc1nnc(SCC(=O)Nc2nccs2)o1	-17	1	7	-0.6	0.8	-5	-0.2	-1.1	-12	-0.4	1.1
O=c1c2ccccc2cnn1Cc1n[nH]c(=S)n1-c1ccccc1F	1	-2	4	-1.0	1.1	-5	0.9	1.3	-3	-1.0	-0.1
N#CCCn1cc(C(=O)Nc2ccc([N+](=O)[O-])cc2)c(-c2cccs2)n1	1	5	-14	-0.8	-0.9	3	1.2	-2.0	13	0.6	-1.3
COc1ccc(COC(=O)NNC(=O)c2ccccc2Cl)cc1	0	-3	2	-0.5	1.3	0	0.3	0.4	-9	0.0	0.6
Cc1ccc(NC(=O)CSc2nnc(N)s2)c([N+](=O)[O-])c1	1	-2	6	-2.2	0.8	-4	0.0	-1.5	9	-1.4	0.6
CCOC(=O)C1C(=O)NC(c2ccccc2)=NC1c1ccc(C(C)C)cc1 (stereo unspecified)	0	-20	-4	-0.9	0.5	1	0.1	-0.3	5	0.2	-0.2
Cc1ccc2nc(C(=O)N3CCc4c([nH]c5ccccc45)C3c3ccccn3)cn2c1 (stereo unspecified)	0	5	-24	0.5	-1.0	4	-0.8	-6.0	5	-0.3	-0.3
Cc1cccc(C(=O)N/C(=C\c2ccco2)C(=O)N2CCCC2)c1	-17	-2	-5	-0.8	0.6	-35	0.2	0.4	-10	-0.8	0.0
CCOC(=O)N1CCC(NC(=O)c2cccnc2SC)CC1	-1	2	7	-1.0	1.7	2	1.7	-1.6	-11	-1.1	0.3
CCNC(=O)NC(=O)C(C)OC(=O)CCS(=O)(=O)c1ccc(C)cc1 (stereo unspecified)	-1	-6	7	-1.8	2.4	-1	0.1	3.7	-6	0.8	0.2
c1ccc(-c2csc3ncn4cnnc4c23)cc1	3	-1	0	-1.9	1.7	2	0.2	0.9	4	-1.6	0.1
CC(=O)N1c2ccc(S(=O)(=O)NCCc3ccccc3)cc2CC1C (stereo unspecified)	7	0	-4	-1.7	0.2	-4	-1.2	-4.8	12	-2.7	-4.8
NC(=O)C1CCN(c2oc(-c3ccccc3)nc2S(=O)(=O)c2ccc(Br)cc2)CC1	-1	-6	7	-0.5	2.7	-9	-0.2	0.1	1	0.4	0.0
CC1=C(CC(=O)NCC(=O)NCC(=O)O)c2cc(F)ccc2/C1=C/c1ccc(S(C)=O)cc1 (stereo unspecified)	-1	-1	-1	-1.3	0.8	-4	1.2	0.2	-8	-1.3	-0.1
CC(C(=O)Nc1cccc(C#N)c1)N(C)CCOc1ccccc1 (stereo unspecified)	-2	2	2	-1.7	1.7	-3	-1.0	0.8	-1	2.5	0.0
Cc1ccc(-c2csc(C(C#N)=C3CCCC3)n2)cc1	-4	-5	2	-1.2	4.3	-5	-1.2	1.6	-6	-0.4	0.2
COc1cc2c(c3oc(=O)cc(CC(=O)O)c13)CCC(C)(C)O2	-257	-225	0	-1.5	2.2	-354	0.0	1.2	i	0.4	0.4
CN(Cc1ccc(F)cc1)C(=O)c1ccc(NC(=O)CC2SC(N3CCCC3)=NC2=O)cc1 (stereo unspecified)	2	0	-7	-1.5	2.4	-4	-0.6	-2.6	0	-1.6	0.9
Cc1ccc(OCC(=O)NC(=S)Nc2ccccn2)c(Br)c1	-1	-3	3	-1.7	-6.9	-7	-2.5	-5.4	10	-1.4	-0.4
O=C(NCc1ccc2c(c1)OCO2)Nc1ccc2ccccc2c1	1	0	-5	-0.8	0.4	-10	nt	0.8	1	0.4	0.1
COc1ccc(CNC(=O)C2CC=CCC2C(=O)O)cc1OC (stereo unspecified)	0	-2	15	-1.2	-0.9	6	0.0	1.3	-7	-0.2	1.2
COc1cc(/C=C2\SC(N)=NC2=O)cc(Br)c1O	-107	-1	-5	0.2	1.3	-141	-1.6	1.2	-6	3.2	0.0
CC(C)Cc1nc2sc3c(=O)[nH]cnc3c2c2c1CCC2	3	1	-5	-1.3	0.1	1	0.7	0.9	0	2.3	0.9
COc1ccc(/C=C/C(=O)Nc2cc(C(F)(F)F)ccc2Cl)cc1OC	-59	-22	7	-1.6	-4.8	-73	-0.2	-0.3	-89	-4.1	-1.1
CSc1nc(N2CCOCC2)cc(N2CCOCC2)n1	-3	0	-1	-1.3	1.5	5	-0.2	2.5	9	-0.9	-0.6
O=C(COC(=O)c1ccc(O)cc1)NCC1CCCO1 (stereo unspecified)	0	-2	3	-0.5	6.0	4	0.6	-0.3	2	2.1	-0.5
O=C1/C(=C/c2ccc(O)cc2)COc2ccccc21	-16	3	-28	-1.1	2.9	-29	1.3	15*	8	2.1	1.2
CCn1nnc(-c2ccccc2NC(=O)c2cnccn2)n1	-1	-3	7	-1.5	-0.9	-2	-0.5	-3.0	-3	-0.3	-0.1
O=C(NCCc1ccccc1)C1CC(=O)N(C2CCCCC2)C1 (stereo unspecified)	-2	-1	2	-0.8	-0.2	-7	0.0	0.0	0	0.1	0.5
COc1ccccc1CNS(=O)(=O)CCNC(=O)c1ccccc1	3	-2	6	-0.9	2.4	-5	0.1	-0.1	-12	-0.5	3.1
O=C(Cc1ccccc1)NCC(=O)Nc1ccc(OC(F)(F)F)cc1	0	-6	3	-0.5	0.1	-11	-0.7	1.8	2	0.6	-0.4
CCN1CCN(S(=O)(=O)c2ccc(Cl)c(C(=O)Oc3ccc(CC(=O)OC)cc3)c2)CC1	-3	0	-5	-0.8	0.7	-8	-0.1	1.9	-7	1.1	-1.6
C[C@@H]1CN([C@@H](C)CO)S(=O)(=O)c2ccc(Br)cc2O[C@H]1CN(C)C(=O)C1CCOCC1	1	3	10	-0.7	0.3	1	1.4	-2.4	-17	-2.9	-0.8
O=C(c1cccc(-n2cnnn2)c1)N1CCOCC1	4	-2	0	-1.2	0.7	3	-0.5	1.5	2	-1.2	0.2
O=C(NCc1ccc(F)cc1)Nc1nnc([C@@H]2C[C@H](O)[C@@H](CO)O2)s1	-2	-3	11	0.1	-1.5	1	nt	1.3	2	-1.9	0.2
O=C(O)CCN1CCN(S(=O)(=O)c2ccc3ccccc3c2)CC1	-3	-5	8	-0.8	2.1	-1	1.5	1.3	-1	-1.6	-0.2
Nn1c(SCC(=O)NC2CCCCC2)nnc1-c1cc(-c2ccc(Cl)cc2)n[nH]1	1	-1	-1	-0.1	nt	0	nt	3.7	-2	-0.8	-0.5
CCCNC(=O)N1CCN(C(=O)NCCC)CC1	1	-1	0	-1.3	0.5	1	2.6	-0.2	-4	-0.8	0.5

Some of the entries so far, bar-delimited:
canonical_smiles | PLC-gamma1 inh | ADAM17 inh | sPLA2-III inh | ssDAF-12 act | FXN GAA850 act | PLCb3 inh | DAX1 inh-1 | hgDAF12 agonist | ADAM10 inh | hcDAF-12 act | DAX1 inh-2
O=C(NCCc1ccccc1)C1CC(=O)N(C2CCCCC2)C1 (stereo unspecified) | -2 | -1 | 2 | -0.8 | -0.2 | -7 | 0.0 | 0.0 | 0 | 0.1 | 0.5
CCCNC(=O)N1CCN(C(=O)NCCC)CC1 | 1 | -1 | 0 | -1.3 | 0.5 | 1 | 2.6 | -0.2 | -4 | -0.8 | 0.5

Compounds as they come. Share with any hit: about 6.9%.
